From PubChem BioAssay
S100A4 inh HTS = inhibitors of human S100A4 binding to myosin IIA peptide | inhibition, % at 10.7 µM | 0.14% of 360,000 active | S100A4/TAMRA-MyoIIA peptide fluorescence polarization | AID 652163 | P26447;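 active means mean inhibition of at least 70% across replicates, with every replicate also reaching that level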
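Material: human S100A4 monomer with TAMRA-labelled myosin IIA peptide; buffer or medium: HEPES pH 7.2 with CaCl2, KCl, NaCl, DTT, Triton; compound dosing: one concentration per compound; schedule: 5 min incubation before reading; benchmarks: neutral control DMSO, positive control TFP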
PglD inh = PglD (C. jejuni) enzyme inhibition | purified PglD enzyme, DTNB colorimetric CoA detection | inhibition, % at 12.5 µM | 0.098% of 360,000 active; in the data active means inhibition above about 16%, passing the limit was not always enough; further: strong numbers were not always called active
PAX8 inh HTS = inhibitors of PAX8 transcriptional activity in RMG-I cells; RMG-I TPO-luciferase reporter, SteadyGlo, 24 h; inhibition, % at 12.6 µM; 1.2% of 360,000 active; AID 652154;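 active means mean replicate inhibition at least 60% with every replicate also reaching 60%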;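 further: luciferase light reporting Pax8 driven TPO promoter activity; plate controls were median of neutral control wells for no effect and mitoxantrone controls for full effect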
ERAP1 HTS inh = ERAP1 (human) enzyme inhibition; AID 652197; Q9NZ08; recombinant ERAP1, Leu-AMC fluorescence, 60 min; 0.15% of 340,000 active; inhibition, % at 10.7 µM;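 active means mean replicate inhibition of at least 30%, or all replicates individually reaching that 30% level; inactive means mean below 30% and not every replicate reaching it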;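 further: 0% = neutral control wells and 100% = L-leucinethiol positive control wells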
Target sequence (Q9NZ08 whole entry, looked up): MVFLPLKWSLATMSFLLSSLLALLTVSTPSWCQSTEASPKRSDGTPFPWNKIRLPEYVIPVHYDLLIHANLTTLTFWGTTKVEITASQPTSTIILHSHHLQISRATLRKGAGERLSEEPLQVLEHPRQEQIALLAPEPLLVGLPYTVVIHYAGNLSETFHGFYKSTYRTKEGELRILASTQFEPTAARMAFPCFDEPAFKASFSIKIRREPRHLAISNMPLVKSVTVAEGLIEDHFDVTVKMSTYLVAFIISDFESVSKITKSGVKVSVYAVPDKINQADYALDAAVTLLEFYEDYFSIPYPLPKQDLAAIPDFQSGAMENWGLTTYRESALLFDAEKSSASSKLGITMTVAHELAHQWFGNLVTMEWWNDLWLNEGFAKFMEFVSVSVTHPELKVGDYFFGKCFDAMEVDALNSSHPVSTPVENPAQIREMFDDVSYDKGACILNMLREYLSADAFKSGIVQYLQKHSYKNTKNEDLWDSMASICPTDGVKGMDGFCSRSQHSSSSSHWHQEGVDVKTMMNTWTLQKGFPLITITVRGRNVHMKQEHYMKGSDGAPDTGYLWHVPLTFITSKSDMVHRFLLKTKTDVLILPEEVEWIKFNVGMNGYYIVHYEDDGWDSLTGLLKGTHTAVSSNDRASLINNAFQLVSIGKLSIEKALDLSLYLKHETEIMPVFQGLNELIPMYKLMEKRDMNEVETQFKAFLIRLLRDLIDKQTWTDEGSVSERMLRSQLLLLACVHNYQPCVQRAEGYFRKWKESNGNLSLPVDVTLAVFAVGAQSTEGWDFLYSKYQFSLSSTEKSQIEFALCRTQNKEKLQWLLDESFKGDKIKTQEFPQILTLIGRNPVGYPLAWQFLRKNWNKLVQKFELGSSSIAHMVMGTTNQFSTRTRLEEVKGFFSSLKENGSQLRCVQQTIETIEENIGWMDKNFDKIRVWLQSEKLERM
EWS-Fli inh = blocks EWS/Fli oncoprotein-driven transcription. 0.67% of 350,000 active. inhibition, % at 12.6 µM. A673 NR0B1-luciferase reporter, viability-normalised. AID 651661;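 active means mean inhibition of at least 50% after viability correction, with every replicate also passing that limit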;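 further: firefly luciferase signal divided by Alamar Blue viability fluorescence both relative to DMSO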
LGR2 antag = Drosophila LGR2 receptor signaling inhibition; AID 720647; HEK293 LGR2, CRE-luciferase, bursicon-stimulated, 4 h; inhibition, % at 9.99 µM; 0.35% of 380,000 active;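 active means drop in luminescence signal, shown as inhibition above about 50% in the replicate tests, limit read from the data, passing the limit was not always enough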;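 further: agonist challenge used bursicon conditioned medium at about half maximal strength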
FN deposition inh = fibronectin deposition inhibition | AID 743247 | 0.086% of 350,000 active | AH1F fibroblasts, Alexa488-fibronectin deposition fluorescence, overnight | inhibition, % at 12.6 µM;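 active means mean inhibition across replicates of 30% or more, regardless of how many single replicates reach that level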;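 further: positive control wells lacked labelled fibronectin entirely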
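Material: AH1F fibroblast monolayer depositing Alexa488-labelled fibronectin into matrix | Input: 10000 AH1F cells/well | Medium: DMEM plus 2% serum, read in PBS | Reagent: Alexa488-fibronectin, 24 nM final in well | Compound dosing: One dose per compound, pinned | Schedule: 1 h adhesion, overnight exposure | Measured by: Fluorescence at 485 nm excitation, 525 nm emission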
PGC1a acetyl inh = lowers PGC1a acetylation signal in U2OS cells | inhibition, % at 15.6 µM | AlphaScreen anti-acetyl-lysine; with virally co-expressed GCN5 acetyltransferase | 0.17% of 350,000 active;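 active means every replicate shows inhibition of at least 40%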;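 further: 0% = neutral control wells and 100% = positive control wells; some results beyond the cut were filed as inactive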
Numbers without * were called inactive; x = not tested or not shown. Rows are unselected (roughly 2.1% active in at least one column).

| Molecule | S100A4 inh HTS | PglD inh | PAX8 inh HTS | ERAP1 HTS inh | EWS-Fli inh | LGR2 antag | FN deposition inh | PGC1a acetyl inh |
| --- | --- | --- | --- | --- | --- | --- | --- | --- |
| CN(Cc1ccccc1)C(=O)c1cccc(NC(=O)Cc2ccc(NC(=O)C3CCN(C(=O)C4CCCC4)CC3)cc2)c1 | 48 | 1 | 15 | 6 | 13 | 10 | 0 | 5 |
| COc1ccc(NCc2nn(CC(=O)c3ccc(Br)cc3)c3[n+]2CCCCC3)cc1 | -2 | x | -7 | 4 | -6 | -48 | 2 | 3 |
| CS(=O)(=O)N1CCC2CC1c1cc(-c3ccccc3)ccc12 (stereo not given) | 4 | -3 | -11 | x | -1 | 3 | -6 | 0 |
| CN1c2ccc(-c3cccc(C#N)c3)cc2[C@@H]2[C@@H](CCN2S(=O)(=O)c2cccc(F)c2)[C@@H]1CO | x | 0 | 12 | x | 5 | 4 | 24 | -15 |
| CCOC(=O)C1(Cc2cccc(OC)c2)CCCN(Cc2cc(C(C)C)n[nH]2)C1 (stereo not given) | -7 | 6 | 7 | -1 | 2 | 18 | 5 | -5 |
| C[C@H]1CCCCO[C@H](CN(C)C)[C@@H](C)CN([C@@H](C)CO)C(=O)c2cc(NC(=O)NC3CCCCC3)ccc2O1 | -28 | 1 | -6 | -1 | -6 | -3 | x | -2 |
| CCOC(=O)Nc1nc(-c2ccc(F)cc2F)cs1 | 3 | x | -60 | 3 | -12 | -49 | 0 | x |
| CC1(c2nnc(-c3ccncc3)o2)CC(c2ccccc2)=NO1 (stereo not given) | -1 | 8 | -7 | -1 | -4 | -14 | 3 | x |
| COc1cc(OC)cc(C(=O)OCCCOC(=O)c2cc(OC)cc(OC)c2)c1 | 7 | -1 | 9 | 1 | 4 | 8 | -3 | -5 |
| C[C@@H]1CN([C@H](C)CO)S(=O)(=O)c2ccc(-c3ccc(C#N)cc3)cc2O[C@@H]1CN(C)C(=O)Nc1cc(F)ccc1F | -38 | 2 | 18 | 4 | 28 | -7 | -5 | 3 |

Exported with each value named: entries from further up.
Compound: C[C@@H]1CN([C@H](C)CO)S(=O)(=O)c2ccc(-c3ccc(C#N)cc3)cc2O[C@@H]1CN(C)C(=O)Nc1cc(F)ccc1F
- S100A4 inh HTS: -38
- PglD inh: 2
- PAX8 inh HTS: 18
- ERAP1 HTS inh: 4
- EWS-Fli inh: 28
- LGR2 antag: -7
- FN deposition inh: -5
- PGC1a acetyl inh: 3
Compound: CN(Cc1ccccc1)C(=O)c1cccc(NC(=O)Cc2ccc(NC(=O)C3CCN(C(=O)C4CCCC4)CC3)cc2)c1
- S100A4 inh HTS: 48
- PglD inh: 1
- PAX8 inh HTS: 15
- ERAP1 HTS inh: 6
- EWS-Fli inh: 13
- LGR2 antag: 10
- FN deposition inh: 0
- PGC1a acetyl inh: 5

Reprinted at random: 4 entries already listed
| Molecule | S100A4 inh HTS | PglD inh | PAX8 inh HTS | ERAP1 HTS inh | EWS-Fli inh | LGR2 antag | FN deposition inh | PGC1a acetyl inh |
| --- | --- | --- | --- | --- | --- | --- | --- | --- |
| COc1cc(OC)cc(C(=O)OCCCOC(=O)c2cc(OC)cc(OC)c2)c1 | 7 | -1 | 9 | 1 | 4 | 8 | -3 | -5 |
| CCOC(=O)C1(Cc2cccc(OC)c2)CCCN(Cc2cc(C(C)C)n[nH]2)C1 (stereo not given) | -7 | 6 | 7 | -1 | 2 | 18 | 5 | -5 |
| CCOC(=O)Nc1nc(-c2ccc(F)cc2F)cs1 | 3 | x | -60 | 3 | -12 | -49 | 0 | x |
| CN1c2ccc(-c3cccc(C#N)c3)cc2[C@@H]2[C@@H](CCN2S(=O)(=O)c2cccc(F)c2)[C@@H]1CO | x | 0 | 12 | x | 5 | 4 | 24 | -15 |

Compounds from the list above containing a cyano group:
| Molecule | S100A4 inh HTS | PglD inh | PAX8 inh HTS | ERAP1 HTS inh | EWS-Fli inh | LGR2 antag | FN deposition inh | PGC1a acetyl inh |
| --- | --- | --- | --- | --- | --- | --- | --- | --- |
| CN1c2ccc(-c3cccc(C#N)c3)cc2[C@@H]2[C@@H](CCN2S(=O)(=O)c2cccc(F)c2)[C@@H]1CO | x | 0 | 12 | x | 5 | 4 | 24 | -15 |
| C[C@@H]1CN([C@H](C)CO)S(=O)(=O)c2ccc(-c3ccc(C#N)cc3)cc2O[C@@H]1CN(C)C(=O)Nc1cc(F)ccc1F | -38 | 2 | 18 | 4 | 28 | -7 | -5 | 3 |

Single values from above:
CCOC(=O)Nc1nc(-c2ccc(F)cc2F)cs1 | ERAP1 HTS inh: 3
COc1ccc(NCc2nn(CC(=O)c3ccc(Br)cc3)c3[n+]2CCCCC3)cc1 | PGC1a acetyl inh: 3

Next entries.
| Molecule | S100A4 inh HTS | PglD inh | PAX8 inh HTS | ERAP1 HTS inh | EWS-Fli inh | LGR2 antag | FN deposition inh | PGC1a acetyl inh |
| --- | --- | --- | --- | --- | --- | --- | --- | --- |
| CCOC(=O)c1[nH]c2c(c1C)C(=O)CC(c1ccc(F)cc1)C2 (stereo not given) | 4 | -4 | 44 | -1 | 63* | -18 | -9 | -5 |
| CCCC(=O)Nc1ccc2c(c1)OC[C@H](C)N(Cc1ccccn1)C[C@@H](C)[C@H](OC)CN(C)C2=O | -6 | -1 | 11 | -5 | -1 | -1 | 2 | -1 |
| CCOc1ccc(Nc2cc(C)nc(-n3nc(C)cc3C)n2)cc1 | x | 1 | 68* | x | x | x | 1 | -4 |
| Cc1ccc(S(=O)(=O)Nc2ccc3c(c2)C(=O)N([C@H](C)CO)C[C@H](C)[C@H](CN(C)Cc2ccc(Oc4ccccc4)cc2)O3)cc1 | x | x | -10 | x | 20 | 4 | x | -15 |
| COC(=O)c1ccc(NC(=O)c2snnc2-c2ccccc2)cc1 | 3 | x | 5 | 1 | -9 | 1 | 4 | x |
| COCC(C)OC(=O)/C(C#N)=C\c1coc2ccc(C)cc2c1=O (stereo not given) | -2 | x | -20 | -2 | -3 | -6 | -2 | x |
| NC(=O)C1CCN(C(=O)C(=O)c2cn(CC(=O)N3CCCCCC3)c3ccccc23)CC1 | -5 | 1 | 19 | -5 | 10 | -1 | 3 | -8 |
| N#C/C(=C\c1ccc(O)c(O)c1)C(=O)NCc1ccccc1 | 4 | 0 | 6 | 3 | 33 | -10 | 0 | 2 |
| COc1ccc(-c2cc(C(=O)NCc3ccc(C(F)(F)F)cc3)[nH]n2)c(C)c1 | 1 | -1 | 0 | -1 | -7 | 2 | 4 | 4 |
| CCOc1cc(CN2CCC(N3CCC(C(=O)NC4CC4)CC3)CC2)ccc1O | 3 | 3 | 8 | -1 | 1 | 0 | 5 | 14 |

Following part.
| Molecule | S100A4 inh HTS | PglD inh | PAX8 inh HTS | ERAP1 HTS inh | EWS-Fli inh | LGR2 antag | FN deposition inh | PGC1a acetyl inh |
| --- | --- | --- | --- | --- | --- | --- | --- | --- |
| O=c1ccn([C@@H]2O[C@H](CNCc3c(OCc4ccccc4F)ccc4ccccc34)[C@@H](O)[C@H]2O)c(=O)[nH]1 | -3 | -6 | -8 | 0 | 1 | 7 | 1 | -15 |
| COC(=O)C[C@@H]1CC[C@H](NC(=O)c2ccc3c(c2)OCO3)[C@@H](CO)O1 | -4 | x | -7 | x | 1 | -11 | -2 | x |
| O=C(NCc1ccncc1)C(=O)NC1CC1 | 5 | x | 11 | -6 | -2 | x | 17 | x |
| COc1ccc(NC(=O)COc2ccc(C(=O)OCC(=O)N(C)C3CCS(=O)(=O)C3)cc2OC)cc1 (stereo not given) | 2 | 3 | 2 | 5 | -2 | -21 | -3 | -2 |
| CCOC(=O)c1sc(=NC(=O)c2ccc(F)cc2)n(C)c1C | -2 | -1 | 2 | -1 | -119 | -88 | -5 | 2 |
| CCC(C)CN1C(=O)CN(S(C)(=O)=O)CC1(C)C(=O)NCc1ccccc1 (stereo not given) | -1 | x | -2 | -1 | -6 | 3 | 1 | x |
| COC(=O)c1ccccc1NC(=O)CSc1nc(O)cc(=O)n1C1CCCC1 | x | -3 | 11 | x | x | x | 9 | 7 |
| CCCCn1nnnc1C1(C)CCC(=O)N1Cc1ccc(C)cc1 (stereo not given) | -32 | x | -9 | x | -5 | -7 | x | x |
| O=C(O)CCNC(=O)/C(=C\C=C\c1ccccc1)NC(=O)c1ccccc1 | -2 | -3 | -1 | -1 | -4 | -5 | -4 | 2 |
| C/C(=N\NC(=O)c1cccc(O)c1)c1ccc(NC(=O)Cc2ccccc2)cc1 | 0 | 8 | -134 | -1 | -29 | -25 | x | -3 |
| C[C@@H]1CCCCO[C@@H](CN(C)S(C)(=O)=O)[C@@H](C)CN([C@H](C)CO)C(=O)c2cc(NC(=O)CCCN(C)C)ccc2O1 | -2 | 1 | -13 | -1 | -1 | -5 | x | -1 |
